Compound activity as filed in PubChem BioAssay.
ABCB6 inh 2: blocks the human ABCB6 transporter | K562-ABCB6 porphyrin accumulation, flow cytometry, 1 h; active compounds read low | Q9NP58 | 0.19% of 360,000 active | fluorescence ratio to DMSO, % at 10 µM;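 active means fluorescence ratio to DMSO below 75%, the collection mean minus 3 SD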;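 further: signal is porphyrin accumulated inside mitochondria; 100% equals median channel fluorescence of DMSO control wells; lower ratio means ABCB6 inhibition with less porphyrin fluorescence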
aDG glyco act: alpha-DG glycosylation activation | Pro5-aDG cells, alpha-DG glycosylation AlphaScreen (IIH6); 0% Pro5, 100% B10-LARGE cell signal | activation, % at 10 µM | 0.22% of 360,000 active;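 active means activation of at least 8% versus controls, or a plate z-score of at least 8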;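 further: Pro5 are CHO cells carrying HIG-tagged alpha-DG that lacks glycosylation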
N-glyco inh: blocks N-linked glycosylation in D54 reporter cells; 0.23% of 360,000 active; reporter increase, % at 12.5 µM; D54 ERlucT glycosylation luciferase reporter, 24 h; percent of 100 nM tunicamycin response;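 active means mean luciferase reporter signal, scaled so untreated is 0 and the glycosylation-blocking control 100, at or above a set limit in every replicate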;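 further: luciferase carries N-glycosylation sites so blocking glycosylation raises the light; 0% = median of neutral control wells and 100% = median of 100 nM tunicamycin wells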
Vif imaging: blocks HIV Vif function; HEK293T cells, Vif self-association by quenched fluorescence, imaging, 24 h; inhibition, % at 7.49 µM; 0.35% of 340,000 active; in the data active means inhibition above about 50%, passing the limit was not always enough; further: some results filed as inactive read as strong as hits
CaV13 ICDI inh: Primary screen for inhibitors of IQ motif and Ca2+-dependent inactivation inhibitor domain binding in CACNA1D, Förster resonance energy transfer in living cells, …. HEK cells, CFP/YFP FRET ICDI-IQ, plate reader, 10 min; percent FRET-ratio fall versus neutral wells. inhibition, % at 12.3 µM. 0.098% of 340,000 active. AID 743397;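 active means mean replicate inhibition of at least 30% and at least 1% of replicates passing that level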;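 further: 0% = median of the neutral control wells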
MC4R antag cAMP: human MC4R antagonism in cAMP assay. MC4R-expressing cells, MTII-stimulated cAMP, LANCE TR-FRET. AID 540295. inhibition, % at 6.5 µM. 0.48% of 360,000 active;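 active means inhibition above its plate's cutoff, the mean of tested wells on that plate plus 3 SD, cut at about 29% in these data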;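 further: 0% = Melanotan II alone and 100% = Melanotan II plus saturating MCL0020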
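Material – human MC4R-expressing U2OS cells · Repeats – no replicates · Detection – TR-FRET with Eu-cAMP and labeled anti-cAMP, 671 nm · Times – compound 30 min, challenge 1 h, detection 1 h · Compound – single nominal compound dose of 6.5 µM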
MC4R ag barr: agonists of human melanocortin 4 receptor (MC4R) beta-arrestin; activation, % at 8.9 µM; U2OS MC4R beta-arrestin complementation, luminescence; percent of melanotan II response, DMSO zero; 0.98% of 360,000 active;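 active means activation above a per-plate cutoff, the mean activation of sample wells on that plate plus 3 SD, cut at about 8% in these data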
m5-HT2A agonist: activates the mouse 5-HT2A serotonin receptor. P35363. CHO-K1 mHTR2A beta-arrestin complementation, luminescence; percent of 30 µM serotonin response. activation, % at 7.6 µM. 0.66% of 360,000 active;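 active means activation above a run cutoff, the mean activation of all tested compounds plus 3 SD, cut at about 14% in these data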;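 further: 0% = plate median of compound wells and 100% = 30 µM serotonin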
Target sequence (P35363 whole entry, looked up): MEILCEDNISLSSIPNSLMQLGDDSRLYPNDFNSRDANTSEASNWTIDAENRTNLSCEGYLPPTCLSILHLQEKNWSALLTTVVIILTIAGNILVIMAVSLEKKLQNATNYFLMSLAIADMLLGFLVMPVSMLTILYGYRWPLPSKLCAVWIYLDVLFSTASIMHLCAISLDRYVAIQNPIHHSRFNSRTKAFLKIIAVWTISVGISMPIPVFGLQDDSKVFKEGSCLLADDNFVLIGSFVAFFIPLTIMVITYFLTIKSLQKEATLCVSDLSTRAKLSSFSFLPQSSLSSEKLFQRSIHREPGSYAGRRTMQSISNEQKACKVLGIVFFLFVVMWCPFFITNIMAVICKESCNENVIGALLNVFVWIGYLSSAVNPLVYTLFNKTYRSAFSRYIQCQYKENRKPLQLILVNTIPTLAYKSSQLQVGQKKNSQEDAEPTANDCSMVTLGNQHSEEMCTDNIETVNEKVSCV
Cardio protect: modulators protecting cardiomyocytes from myocardial damage; H9c2 cardiomyocytes, H2O2 injury protection, ATPLite, 2 h; protection from H2O2 cell death, % at 20 µM; 0.63% of 360,000 active; AID 588492;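 active means compounds giving at least 50% protection of heart cells from peroxide-induced death in the single-dose screen, raw or plate-pattern-corrected value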;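 further: 0% = DMSO wells with peroxide and 100% = DMSO wells without peroxide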
PDI turbidity: inhibitors of human protein disulfide isomerase | PDI insulin aggregation turbidity, A650, 90 min | inhibition, % at 10 µM | 0.052% of 350,000 active | AID 588391;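 active means mean inhibition across replicates of 30% or more, whatever share of single replicates reach that level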;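 further: absorbance from insulin aggregation driven by PDI reduction with DTT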
Target sequence (P07237 whole entry, looked up): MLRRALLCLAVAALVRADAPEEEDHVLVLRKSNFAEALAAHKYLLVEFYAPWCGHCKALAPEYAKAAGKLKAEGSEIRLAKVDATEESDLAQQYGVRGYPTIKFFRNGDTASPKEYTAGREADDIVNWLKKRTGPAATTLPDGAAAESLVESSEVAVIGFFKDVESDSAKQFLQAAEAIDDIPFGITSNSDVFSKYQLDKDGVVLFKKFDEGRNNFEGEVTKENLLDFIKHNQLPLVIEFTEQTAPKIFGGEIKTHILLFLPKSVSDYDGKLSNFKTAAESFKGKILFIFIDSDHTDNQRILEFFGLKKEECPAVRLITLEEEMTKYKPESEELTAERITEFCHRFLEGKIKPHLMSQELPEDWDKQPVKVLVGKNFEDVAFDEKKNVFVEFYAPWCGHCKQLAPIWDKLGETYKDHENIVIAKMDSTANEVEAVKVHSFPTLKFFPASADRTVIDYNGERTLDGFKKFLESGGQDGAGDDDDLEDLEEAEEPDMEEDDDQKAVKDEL
Starred values were filed as active, the others as inactive; · = not tested or not shown.

SMILES	ABCB6 inh 2	aDG glyco act	N-glyco inh	Vif imaging	CaV13 ICDI inh	MC4R antag cAMP	MC4R ag barr	m5-HT2A agonist	Cardio protect	PDI turbidity
CCO[C@@H]1OC(C(=O)NC2CC2)=C[C@H](C2CC2)[C@H]1CCCO	101	0.3	2	-5	-5	-4	-0.3	2	3	-5
CC[C@@H]1C=C(C(=O)O)[C@H](c2ccc(F)cc2)N1S(=O)(=O)c1ccc(C)cc1	100	-0.1	1	·	-4	2	-0.8	-1	6	-7
Cn1nc(N)c2c(-c3ccccc3)c(C#N)c(N)nc21	97	0.4	1	-9	-3	-11	0.2	-2	-10	-12
Cc1c(NC(=O)CSc2nnc(Nc3ccccc3)s2)c(=O)n(-c2ccccc2)n1C	100	-0.2	-2	-6	-3	0	-1.2	0	6	6
OCCNCC(O)CN1c2ccccc2Sc2ccccc21 (stereo not drawn)	102	0.0	-2	12	-1	-4	-0.8	-13	6	-1
Cc1cc(C(=O)N/N=C/c2ccc(N(C)C)cc2)c2ccccc2n1	102	-0.2	19	0	-5	-21	-3.0	-7	14	8
C=CCN(CC=C)C(=O)c1ccc(OC2CCN(Cc3ccccn3)CC2)cc1	100	0.2	-1	-6	-6	3	-2.2	1	-4	1
COc1ccc(S(=O)(=O)N(CC(=O)NCC2CCCO2)c2ccc(Cl)cc2)cc1 (stereo not drawn)	102	0.0	1	-18	-6	9	1.1	-2	-8	-2
CCN(C(=O)COC(=O)/C(=C/c1ccccc1)NC(C)=O)c1c(N)n(Cc2ccccc2)c(=O)[nH]c1=O	100	-0.1	3	0	-6	12	-3.2	-5	2	-1
O=Cc1ccc(-c2ccccc2C(=O)O)o1	103	0.2	-1	-3	-4	-8	7.1	8	13	2
Cc1cc(C)n2nc(SC(C)C(=O)N3CCCC3)nc2n1 (stereo not drawn)	100	0.0	0	-3	-5	0	0.8	-1	2	18
CC(C)[C@@H](N)C(=O)N/N=C/c1ccc2nccnc2c1	105	0.0	1	-2	-4	3	-0.1	-1	-1	0
C=CCOc1ccc(C2/C(=C(\O)c3ccc(F)cc3)C(=O)C(=O)N2CCCN(C)C)cc1 (stereo not drawn)	93	0.2	2	·	·	-1	-0.2	-3	4	-5
Cc1ccc(NC(=O)COc2ccc(C(=O)c3ccccc3)cc2)c(O)c1	99	0.1	4	-8	-6	-8	5.3	-5	-16	3
O=C1C(=O)N(CCN2CCOCC2)C(c2cccc(Cl)c2)/C1=C(\O)c1ccc2c(c1)OCCO2 (stereo not drawn)	100	-0.1	0	-3	-5	5	-2.7	4	0	9
NNC(=O)c1ccc(O)cc1O	95	0.0	2	-1	-3	6	-1.9	-2	8	-2
CCOC(=O)CC1Sc2ccccc2NC1=S (stereo not drawn)	99	-0.1	1	-1	-5	5	-0.7	1	2	-1
COC(=O)CN(CCc1ccccc1)S(=O)(=O)c1ccc(OC)c(OC)c1	104	0.1	·	·	-6	0	0.9	1	6	1
Fc1ccc(-c2ccnc3nc(-n4cccc4)nn23)cc1	101	0.9	4	-7	-5	0	4.0	-6	-5	-1
CN1C(=O)/C(=C/c2cn(CC(=O)N3CCCCC3)c3ccccc23)NC1=S	113	-0.2	-1	-11	-2	-6	-3.8	6	5	-12
Cc1ccc(S(=O)(=O)c2nc(C)c3c(n2)CCC3)cc1	91	0.1	-2	12	·	-1	-0.3	-3	-7	-14
Fc1cccc(CSc2nc3ncccc3[nH]2)c1	105	-0.1	-1	-3	-5	-3	-3.0	-2	-8	-2
Cc1cc2nn(-c3ccc(Cl)cc3)nc2cc1N	99	0.6	-16	1	-6	13	0.0	1	-23	8
COc1ccc(CN2[C@@H](CC(C)=O)c3ccc(/C=C/C(C)=O)cc3S2(=O)=O)cc1	103	-0.2	10	-3	-9	-11	-1.6	7	17	6
Cc1ccc2ccc(C#N)cc2c1O	99	-0.3	0	2	-6	12	-0.1	-3	-2	6
O=C(NC(=S)N1CCN(c2ccc(O)cc2)CC1)c1ccco1	96	0.2	1	18	-9	4	-3.0	-4	2	-2
COc1ccc(C2CC(C(F)(F)F)n3nc(C(=O)N(C)Cc4cn(C)nc4C)c(Cl)c3N2)cc1 (stereo not drawn)	100	-0.4	-1	2	·	3	0.0	1	2	-4
O=Cc1ccc(Sc2ncccn2)o1	102	-0.1	3	-8	1	-7	-0.6	0	-3	-2
CCOC(=O)c1cccc(NC(=O)CSc2nnc(-c3ccoc3C)n2CC)c1	91	-0.3	2	-2	-5	-2	1.0	0	9	-1
CCOc1ccccc1NS(=O)(=O)c1cccs1	91	-0.1	0	20	-5	0	-1.1	-1	-5	-4
CCc1c(C(=O)Nc2ncn(Cc3cccc(C)c3)n2)csc1C	91	0.2	1	·	-5	5	-1.2	-3	1	1
COc1cccc2c(O)cc(=O)n(C)c12	94	-0.3	0	-3	-2	5	-3.6	0	4	1
COCCNC(=S)N/N=C(\C)c1ccccc1O	96	0.1	-1	4	-4	-2	-1.2	3	0	2
Cc1ccc(S(=O)(=O)N2CCCCC2)cc1C(=O)N1CCN(CCO)CC1	89	0.0	2	13	-6	-3	0.1	4	5	4
Cc1c(C#N)c(NC(=O)C(C)C)n(Cc2ccccc2)c1C	74*	0.1	4	7	-4	-3	-1.2	11	5	-1
CCCS(=O)(=O)Nc1ccc(N2CCCCC2)c(S(=O)(=O)Nc2ccccc2OC)c1	87	2.8	-5	-10	-6	12	-3.0	-14	-5	3
Cc1ccc(CSc2nnc(-c3ccco3)o2)cc1	105	0.0	-2	-12	-3	11	-0.3	6	-8	-7
COc1ccccc1NCCC(=O)OCC(=O)Nc1cccc(S(=O)(=O)N(C)C)c1	87	0.0	0	16	-3	-2	0.3	8	-1	-10
CCCCN1C(=O)NC(c2cccc([N+](=O)[O-])c2)C(C(=O)OCC)=C1C (stereo not drawn)	99	0.3	-2	·	-5	-1	1.2	2	-2	-1
CCC(CO)Oc1cc(NC(=O)c2cccc3ccccc23)c2ncn(C(C)C)c2c1 (stereo not drawn)	96	-0.2	0	1	-9	9	2.0	0	19	5
CC(Sc1nnnn1C)C(=O)Nc1ccccc1-c1ccccc1 (stereo not drawn)	97	0.2	-2	2	-8	6	0.5	2	-4	-6
c1ccc(-c2sc3ccccc3c2-c2ccc(OCCN3CCOCC3)cc2)cc1	83	-0.3	1	1	·	5	-0.5	7	-6	-2
CC(C)(C)NC(=O)Cn1c(=O)oc2ccc(Cl)cc21	98	-0.2	2	·	-6	10	-0.3	1	-4	4
N#CCC(=O)Nc1ccc(C(=O)OCC(=O)NC2CCCc3ccccc32)cc1 (stereo not drawn)	100	-0.2	-1	-3	-5	14	-2.1	3	-6	-6
Cc1ccc(CNC(=O)CC2C(=O)Nc3c2c(=O)n(C)c(=O)n3Cc2ccccc2)cc1 (stereo not drawn)	87	-0.1	0	22	·	1	-1.7	2	-4	5
O=C(c1cc(COc2ccc(F)cc2Cl)on1)N1CCCCCCC1	97	-0.1	3	5	-6	-2	0.0	-1	-3	-7
Cc1n[nH]c(C)c1C(=O)CC1(O)C(=O)N(CCc2ccccc2)c2ccc(Cl)cc21 (stereo not drawn)	100	-0.2	1	-6	-7	16	-0.2	-3	-1	4
COc1cc(OC)cc(C(=O)NCCC(=O)NCCc2ccc(OC)c(OC)c2)c1	97	0.1	-1	-2	-2	2	-1.6	-4	-7	4
COc1ccc(C(=O)N/N=C/c2ccccc2C(=O)O)cc1OC	93	0.0	2	4	-5	5	1.1	-2	9	6
COc1ccccc1NC(=O)N1CCC(NC(=O)C2CCCCC2)CC1	104	0.0	1	3	-4	16	2.0	8	0	2
Following part:
SMILES	ABCB6 inh 2	aDG glyco act	N-glyco inh	Vif imaging	CaV13 ICDI inh	MC4R antag cAMP	MC4R ag barr	m5-HT2A agonist	Cardio protect	PDI turbidity
COC(=O)[C@@]1(Cc2ccc(OC)cc2)[C@H]2c3cc(C(=O)N4CCCC4)n(Cc4ccc(S(C)(=O)=O)cc4)c3C[C@H]2CN1C(=O)c1ccccc1	97	-0.4	·	·	-6	·	·	-1	·	·
COC(=O)c1sc2nc(SCc3ccccc3C#N)n(N)c(=O)c2c1C	98	0.0	-2	-5	-5	18	5.9	3	-2	-26
CC[C@@H](C)[C@H](NS(=O)(=O)c1ccc(C)cc1)C(=O)N1CCC(C(=O)NCC(=O)O)CC1	106	-0.2	0	12	·	8	-1.0	3	-2	14
C=CCS/C(N)=N\N=C\c1c(O)ccc2ccccc12	91	0.9	-5	-11	-5	12	-1.9	1	-12	5
CCOc1ccc(CCNC(=O)c2ccc(F)c(S(=O)(=O)N3CCOCC3)c2)cc1OCC	97	0.1	1	·	-4	13	-4.3	5	2	-7
CCOc1ccccc1COC(=O)c1cccc(-n2cnnn2)c1	102	0.4	3	0	-4	14	-0.4	-2	0	-1
CCOC(=O)NC(=O)CSc1nc2ccccc2[nH]1	95	-0.1	0	3	-5	17	4.5	2	-2	-1
CCOC(=O)C1=C(N)OC2=C(C(=O)CC(C)(C)C2)C1c1cccnc1 (stereo not drawn)	98	-0.2	0	-1	-5	5	-1.7	1	-4	17
CCCn1nc(NC(=O)COC)c2cc3cc(C)ccc3nc21	97	0.1	8	-2	·	-2	-1.0	0	-3	-16
CC1Cc2cc(/C(O)=C3/C(=O)C(=O)N(CCCn4ccnc4)C3c3cccnc3)ccc2O1 (stereo not drawn)	95	-0.5	2	-15	-5	0	0.6	0	0	2
COCCNC(=O)C1CCCN(Cc2ccc(C#N)cc2)CC1 (stereo not drawn)	90	-0.3	0	-10	-14	6	-1.3	-3	4	5
CCc1noc(C)c1C(=O)N1CCCC(N2CCN(c3cccc(Cl)c3)CC2)C1 (stereo not drawn)	94	-0.1	-1	-1	-7	-2	-3.8	-2	0	3
COc1cccc(CNC(=O)CCCn2c(=S)[nH]c3cc4c(cc3c2=O)OCO4)c1	107	0.2	1	-15	-2	13	-3.3	3	-2	2
COc1cccc(C(C)(O)c2nc(-c3cncnc3)cs2)c1 (stereo not drawn)	91	-0.1	-1	-3	-2	-1	1.5	-1	5	1
CC1(C)OC(=O)C(=NNc2ccc(C(=O)O)cc2)C(=O)O1	103	-0.1	0	-2	-12	-3	-1.8	8	4	1
Cc1cc2cc(CNC(=S)Nc3ccc(OC(F)(F)F)cc3)ccc2[nH]1	102	-0.6	-2	-9	-5	18	-0.1	3	-18	13
O=C(c1cccc(C(F)(F)F)c1)C1CCCN(C(=O)CCc2cnccn2)C1 (stereo not drawn)	106	0.8	1	4	-4	8	-1.4	-2	-7	-7

Of the compounds above, three have a CF3 group.
SMILES	ABCB6 inh 2	aDG glyco act	N-glyco inh	Vif imaging	CaV13 ICDI inh	MC4R antag cAMP	MC4R ag barr	m5-HT2A agonist	Cardio protect	PDI turbidity
COc1ccc(C2CC(C(F)(F)F)n3nc(C(=O)N(C)Cc4cn(C)nc4C)c(Cl)c3N2)cc1 (stereo not drawn)	100	-0.4	-1	2	·	3	0.0	1	2	-4
Cc1cc2cc(CNC(=S)Nc3ccc(OC(F)(F)F)cc3)ccc2[nH]1	102	-0.6	-2	-9	-5	18	-0.1	3	-18	13
O=C(c1cccc(C(F)(F)F)c1)C1CCCN(C(=O)CCc2cnccn2)C1 (stereo not drawn)	106	0.8	1	4	-4	8	-1.4	-2	-7	-7
